Bioassay records: PubChem BioAssay, National Center for Advancing Translational Sciences (NCATS)
Tau fibril ThT – qHTS for Inhibitors of Tau Fibril Formation, Thioflavin T Binding. recombinant tau K18 P301L (four-repeat tau fragment), heparin-induced fibrillization, ThT fluorescence. Potency, µM (titrated, usually from 57.4 µM), without a hit: at the highest dose activity, negative = inhibition, usual class: inhibitors. AID 1460, 2008. 270,000 compounds, 2.1% hits. Microtubule-associated protein tau (Homo sapiens), P10636; further: on the % scale 0 is the no-effect control and ±100 the full control effect; nearly all actives have a fitted effect of over 55% in size
Target sequence (P10636 561-689 P618L limits assumed): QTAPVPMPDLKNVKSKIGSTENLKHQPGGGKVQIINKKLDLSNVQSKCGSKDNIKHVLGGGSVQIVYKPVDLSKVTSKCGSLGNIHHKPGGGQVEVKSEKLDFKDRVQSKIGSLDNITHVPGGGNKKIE
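Aggregation was driven by heparin (20 uM final) acting on recombinant tau […] bearing P301L in 100 mM sodium acetate pH 7; fibrils were detected with Thioflavin T.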
ALDH1A1 inh – qHTS Assay for Inhibitors of Aldehyde Dehydrogenase 1 (ALDH1A1) | Purified ALDH1A1, NADH fluorescence, propionaldehyde substrate | AID 1030, 2008 | Potency, µM (doses to about 75.3 µM), without a hit: top-dose activity, negative = inhibition, usual class: inhibitors | Aldehyde dehydrogenase 1A1 (Homo sapiens), P00352 | 220,000 compounds, 7.3% hits; active means well fitted inhibition curve with a large enough effect, not every such curve was filed as active; inconclusive means small, poorly fitted or top-dose-only effect, or another doubt; inactive means no such curve, though single readings can be large or run the other way;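 further: plate controls were no enzyme wells and a reference inhibitor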
Target sequence (P00352 whole entry, looked up): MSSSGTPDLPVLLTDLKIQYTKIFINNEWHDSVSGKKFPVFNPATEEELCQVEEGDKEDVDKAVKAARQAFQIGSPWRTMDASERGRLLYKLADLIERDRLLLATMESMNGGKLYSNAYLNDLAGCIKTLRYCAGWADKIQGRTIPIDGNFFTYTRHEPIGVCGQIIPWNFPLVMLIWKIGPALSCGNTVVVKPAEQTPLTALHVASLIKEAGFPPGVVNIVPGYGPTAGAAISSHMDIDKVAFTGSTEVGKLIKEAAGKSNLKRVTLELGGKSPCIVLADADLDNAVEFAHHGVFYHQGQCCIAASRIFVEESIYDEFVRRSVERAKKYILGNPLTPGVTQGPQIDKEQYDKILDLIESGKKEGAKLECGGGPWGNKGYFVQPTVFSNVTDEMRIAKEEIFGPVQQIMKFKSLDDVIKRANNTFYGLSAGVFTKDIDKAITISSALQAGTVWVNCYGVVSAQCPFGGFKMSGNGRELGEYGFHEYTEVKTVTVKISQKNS
JMJD2E inh – qHTS Assay for Inhibitors of Human Jumonji Domain Containing 2E (JMJD2E); Lysine-specific demethylase 4E (Homo sapiens), B2RXH2; JMJD2E catalytic domain, FDH-coupled NADH fluorescence (FDH is formaldehyde dehydrogenase); Potency, µM (titrated, usually from 57.1 µM), inactives show at the top dose activity change, negative = inhibition, hits mostly inhibitors; 230,000 compounds, 1.6% hits; active means well fitted inhibition curve with a large enough effect, not every such curve was filed as active; inconclusive means small, poorly fitted or top-dose-only effect, or another doubt; inactive means no such curve, though single readings can be large or run the other way;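 further: 0% = wells with enzyme and -100% = buffer wells without enzyme; nearly all actives have a fitted effect of over 50% in size; many of its hits are not listed in these tables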
Target sequence (B2RXH2 1-337 limits assumed): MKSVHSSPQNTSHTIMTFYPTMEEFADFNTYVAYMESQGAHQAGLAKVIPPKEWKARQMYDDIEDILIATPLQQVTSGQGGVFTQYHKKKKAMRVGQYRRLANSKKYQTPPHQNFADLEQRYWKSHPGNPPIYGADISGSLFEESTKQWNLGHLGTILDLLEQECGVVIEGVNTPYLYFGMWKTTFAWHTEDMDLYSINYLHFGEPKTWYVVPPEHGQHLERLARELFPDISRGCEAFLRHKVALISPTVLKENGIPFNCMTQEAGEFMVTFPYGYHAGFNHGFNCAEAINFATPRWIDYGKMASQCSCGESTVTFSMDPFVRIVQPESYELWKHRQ
L3MBTL1 block – qHTS Assay for the Inhibitors of L3MBTL1. AlphaScreen L3MBTL1–H3K9me1 peptide binding. 230,000 compounds, 0.66% hits. Potency, µM (series often up to 57.1 µM), for the others: top-dose activity, negative = inhibition, most hits filed as inhibitors; further: on the % scale 0 is the no-effect control and ±100 the full control effect; nearly all actives have a fitted effect of over 60% in size
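AlphaScreen proximity signal between nickel-chelate acceptor and streptavidin donor beads (final 10 ug/mL) reports binding of 50 nM L3MBTL1 to 75 nM biotin-H3 K9me1 peptide; complex incubated with compounds 30 min at room temperature; cefsulodin titration as control.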
SMN2 splice enh – qHTS Assay for Enhancers of SMN2 Splice Variant Expression. HEK293 SMN2-luciferase splicing reporter, luminescence, 30-36 h. Potency, µM (doses to about 46.1 µM), for the others: top-dose activity change, positive = activation, hits mostly activators. 210,000 compounds, 2.8% hits. AID 1458, 2008; further: % of control where 0% means no effect; nearly all actives have a fitted effect of over 55% in size
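qHTS luciferase splicing reporter: luminescence rises when SMN2 exon 7 is included in transfected HEK293 cells. Compound exposure lasted 30-36 h at 37C, with 4.5 mM final sodium butyrate as control, followed by a ONE-Glo read.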
Lamin A splicing – qHTS Assay for Modulators of Lamin A Splicing; HeLa LMNA splicing GFP/RFP minigene ratio, 48 h; Potency, µM (series often up to 46.1 µM), inactives show at the highest dose ratio change, negative = inhibition, hits mostly inhibitors; 200,000 compounds, 0.01% hits; active means well fitted inhibition curve with a large enough effect in the signal ratio, with a control signal flat, not every such curve was filed as active; inconclusive means small, poorly fitted or top-dose-only effect, or effect the other way, or a change in a side signal; the % refers to the signal ratio; further: on the % scale 0 is the no-effect control and ±100 the full control effect
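S3 HeLa stable clones carrying a lamin A-EGFP splicing minigene plus DsRed2 were seeded at 600 cells/well in Opti-MEM with 2% FBS, pin-dosed and incubated 48 h at 37°C. Acumen cytometry (488 nm) gave the GFP/RFP total-intensity ratio.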
KinaseGlo FLuc – Counterscreen for Luciferase (Kinase-Glo TM) Inhibition | 200,000 compounds, 0.28% hits | AID 1379, 2008 | Luciferin 4-monooxygenase (Photuris pensylvanica), Q27757 | Potency, µM (doses to about 38.3 µM), for inactives: at the top dose activity change, negative = inhibition, hits mostly inhibitors | Kinase-Glo luciferase, ATP luminescence, 8 min; further: on the % scale 0 is the no-effect control and ±100 the full control effect; nearly all actives have a fitted effect of over 60% in size
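Compounds were added to a substrate mix at pH 7.2 (50 mM imidazole, 10 uM ATP, within the enzyme's linear range), followed by Kinase-Glo detection reagent; luminescence was measured after 8 minutes at ambient temperature.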
RECQ1 inh – qHTS Assay for Inhibitors of RecQ-Like Dna Helicase 1 (RECQ1). RECQ1 DNA unwinding, red fluorescence kinetic read. Potency, µM (series often up to 57.3 µM), without a hit: at the top dose activity, negative = inhibition, actives largely listed as inhibitors. 240,000 compounds, 0.54% hits. AID 2549, 2010;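 further: plate controls were vehicle for no effect and no enzyme for full effect; nearly all actives have a fitted effect of over 30% in size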
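RECQ1T1 50 nM; forked duplex (20 bp + 30-nt ss tails) 200 nM, ATP 2 mM final; pH 8.0, 2 mM MgCl2, 2.5 ug/ml poly(dI-dC); 15 min compound preincubation; discontinuous kinetic read over 2 h at RT.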
* hit, by the source's call; [ ] = another dose, or the depositor's remark. Unless noted, the call rests on the fitted dose curve; in most records, active means well fitted curve in the direction sought with a large enough effect; inconclusive means small, poorly fitted or top-dose-only effect, or another doubt; inactive means no such curve, though single readings can be large; an effect the other way counts as inactive or inconclusive. Potency means the concentration at half of the fitted maximal effect.

What do the screens show for `CCOc1cc(N2CCOCC2)c(OCC)cc1NC(=O)COC(=O)c1cc(C)cc(C)c1`?
Tau fibril ThT: -16%; ALDH1A1 inh: 4%; JMJD2E inh: -4%; L3MBTL1 block: -4%; SMN2 splice enh: 10%; Lamin A splicing: -19%; KinaseGlo FLuc: 1%; RECQ1 inh: -12%

What do the screens show for `N#Cc1cccc(CSc2nnc(CCCO)n2-c2ccccc2)c1`?
Tau fibril ThT: 0%; ALDH1A1 inh: 3%; JMJD2E inh: -2%; L3MBTL1 block: -3%; SMN2 splice enh: -2%; Lamin A splicing: 3%; KinaseGlo FLuc: -1%; RECQ1 inh: -13%

What do the screens show for `Cc1ccc2nc(C3CCCN(C(=O)NCc4ccccc4)C3)[nH]c2c1` (configuration not stated)?
Tau fibril ThT: 0%; ALDH1A1 inh: 4%; JMJD2E inh: 3%; L3MBTL1 block: -2%; Lamin A splicing: -5%; RECQ1 inh: -7%

Results for C/C(Cl)=C\Cn1c(O)c(N=NC(N)=S)c2ccccc21 ?
Tau fibril ThT: inconclusive; ALDH1A1 inh: 1µM*; JMJD2E inh: 13%; L3MBTL1 block: -4%; Lamin A splicing: inconclusive; KinaseGlo FLuc: -2%; RECQ1 inh: -13%

How did O=[N+]([O-])c1ccccc1S(=O)(=O)NC1CCCC1 do in these assays?
Tau fibril ThT: -5%; ALDH1A1 inh: 5%; JMJD2E inh: -3%; L3MBTL1 block: 3%; Lamin A splicing: 0%[46 µM]; KinaseGlo FLuc: 5%; RECQ1 inh: inactive

Results for CCOC(=O)C1CCN(C(=O)COC(=O)COc2ccccc2OC)CC1 ?
Tau fibril ThT: 2%; ALDH1A1 inh: inconclusive; JMJD2E inh: -6%; L3MBTL1 block: 0%; SMN2 splice enh: 6%; Lamin A splicing: -3%; KinaseGlo FLuc: -1%; RECQ1 inh: 0%

What do the screens show for `NNc1ccccc1C(F)(F)F`?
Tau fibril ThT: -11%; ALDH1A1 inh: 18µM*; JMJD2E inh: 2%; L3MBTL1 block: inconclusive; SMN2 splice enh: 4%; Lamin A splicing: 7%[46 µM]; KinaseGlo FLuc: -1%; RECQ1 inh: -14%

What do the screens show for `C=CCNc1ncnc2c1cnn2-c1ccc(C)cc1C`?
Tau fibril ThT: -3%; ALDH1A1 inh: 0%; JMJD2E inh: -16%; L3MBTL1 block: -5%; SMN2 splice enh: 19%; Lamin A splicing: -20%; KinaseGlo FLuc: -3%; RECQ1 inh: 4%

How did O=C(CSc1nc(O)c(C2CCCCC2)c(=O)[nH]1)N1CCOCC1 do in these assays?
Tau fibril ThT: inconclusive; ALDH1A1 inh: 0%; JMJD2E inh: 17%; L3MBTL1 block: 17%; Lamin A splicing: 18%[46 µM]; KinaseGlo FLuc: 1%; RECQ1 inh: -19%

How did O=c1cc(CSc2nnc(-c3ccccc3)o2)c2ccccc2[nH]1 do in these assays?
Tau fibril ThT: -9%; ALDH1A1 inh: 3%; JMJD2E inh: -5%; L3MBTL1 block: 34%[activator]; SMN2 splice enh: 4%; Lamin A splicing: -2%; KinaseGlo FLuc: 0%; RECQ1 inh: 3%

Results for Cc1[nH]c2ccccc2c1C(C[N+](=O)[O-])c1cccs1 (configuration not stated) ?
Tau fibril ThT: 5%; ALDH1A1 inh: 4%; JMJD2E inh: 2%; L3MBTL1 block: -23%; SMN2 splice enh: -1%; Lamin A splicing: inconclusive; KinaseGlo FLuc: -1%; RECQ1 inh: -11%

How did CC(=O)OCC(=O)[C@@]1(O)[C@H](OC(C)=O)C[C@H]2[C@@H]3CCC4=CC(=O)C=C[C@]4(C)[C@@]3(F)[C@@H](O)C[C@@]21C do in these assays?
Tau fibril ThT: -6%; ALDH1A1 inh: -6%; KinaseGlo FLuc: -3%[39.9 µM]; RECQ1 inh: -17%

Results for CCCn1c2ccccc2c2nnc(SCC(=O)Nc3c(C)n(C)n(-c4ccccc4)c3=O)nc21 ?
Tau fibril ThT: -7%; ALDH1A1 inh: inconclusive; JMJD2E inh: 7%; L3MBTL1 block: 0%; SMN2 splice enh: -19%; Lamin A splicing: -15%; KinaseGlo FLuc: 7%; RECQ1 inh: -3%

How did C=C(C)c1cccc(C(C)(C)NC(=O)N2CCCC(C(N)=O)C2)c1 (configuration not stated) do in these assays?
Tau fibril ThT: 1%; ALDH1A1 inh: -2%; JMJD2E inh: -4%; L3MBTL1 block: 2%[11.4 µM]; SMN2 splice enh: 12%; Lamin A splicing: -3%; KinaseGlo FLuc: 1%; RECQ1 inh: inactive

Results for O=C(N/N=C/c1ccc(Cl)c([N+](=O)[O-])c1)c1cc(-c2ccccc2)nc2ccccc12 ?
Tau fibril ThT: 5%; ALDH1A1 inh: -9%; JMJD2E inh: 9%; SMN2 splice enh: -34%[inhibitor]; KinaseGlo FLuc: 9%; RECQ1 inh: -5%

What do the screens show for `COc1ccc(S(=O)(=O)N2CCOCC2)cc1NC(=O)CSc1n[nH]c(=O)n1C1CC1`?
Tau fibril ThT: inconclusive; ALDH1A1 inh: -1%; JMJD2E inh: 4%; L3MBTL1 block: 11%; SMN2 splice enh: 11%; Lamin A splicing: -16%; KinaseGlo FLuc: -3%; RECQ1 inh: -10%

Results for Cc1ccc(S(=O)(=O)CCC(=O)OC(C)C(=O)c2c(C)[nH]c3ccccc23)cc1 (configuration not stated) ?
Tau fibril ThT: 6%; ALDH1A1 inh: -3%; JMJD2E inh: 11%; L3MBTL1 block: 3%; SMN2 splice enh: -9%; Lamin A splicing: -3%; KinaseGlo FLuc: 1%; RECQ1 inh: -6%

What do the screens show for `CC1CCC2(CC1)NC(=O)N(CC(=O)Nc1cccc(S(=O)(=O)N3CCOCC3)c1)C2=O` (configuration not stated)?
Tau fibril ThT: 2%; ALDH1A1 inh: 12%; JMJD2E inh: 0%; L3MBTL1 block: 2%; Lamin A splicing: -8%[46 µM]; RECQ1 inh: -11%

Results for O=C1CC(c2ccccc2)n2nc(NC(=O)C3CCCO3)nc2N1 (configuration not stated) ?
Tau fibril ThT: 2%; ALDH1A1 inh: 6%; JMJD2E inh: 6%; L3MBTL1 block: -2%; SMN2 splice enh: -15%; Lamin A splicing: 4%; KinaseGlo FLuc: 1%; RECQ1 inh: 18%

What do the screens show for `COc1ccc(-n2c(-c3ccc(Br)cc3)c[n+]3c2CCc2ccccc2-3)cc1`?
Tau fibril ThT: -17%; ALDH1A1 inh: 2%; JMJD2E inh: inconclusive; L3MBTL1 block: 11%; SMN2 splice enh: -72%[inhibitor]; Lamin A splicing: inconclusive; KinaseGlo FLuc: -1%; RECQ1 inh: inactive

Gathered by group: the compounds so far with fluorine
What do the screens show for `NNc1ccccc1C(F)(F)F`?
Tau fibril ThT: -11%; ALDH1A1 inh: 18µM*; JMJD2E inh: 2%; L3MBTL1 block: inconclusive; SMN2 splice enh: 4%; Lamin A splicing: 7%[46 µM]; KinaseGlo FLuc: -1%; RECQ1 inh: -14%

How did CC(=O)OCC(=O)[C@@]1(O)[C@H](OC(C)=O)C[C@H]2[C@@H]3CCC4=CC(=O)C=C[C@]4(C)[C@@]3(F)[C@@H](O)C[C@@]21C do in these assays?
Tau fibril ThT: -6%; ALDH1A1 inh: -6%; KinaseGlo FLuc: -3%[39.9 µM]; RECQ1 inh: -17%

(next part)
What do the screens show for `CSC1=C(C#N)C(c2ccccc2Cl)C2=C(CCCC2=O)N1` (configuration not stated)?
Tau fibril ThT: -9%; ALDH1A1 inh: 2%; JMJD2E inh: -3%; L3MBTL1 block: 10%; SMN2 splice enh: -11%; Lamin A splicing: -4%; KinaseGlo FLuc: 1%; RECQ1 inh: -15%

Results for c1ccc2c(c1)nc1sccn12 ?
Tau fibril ThT: -1%; ALDH1A1 inh: 5%; JMJD2E inh: 2%; L3MBTL1 block: 1%; SMN2 splice enh: -16%; Lamin A splicing: 15%; KinaseGlo FLuc: 2%; RECQ1 inh: -3%

What do the screens show for `COc1ccc(C2CC(c3ccccc3)=NN2c2ccc(Cl)c(C(=O)O)c2)cc1` (configuration not stated)?
Tau fibril ThT: inconclusive; ALDH1A1 inh: inconclusive; JMJD2E inh: inconclusive; L3MBTL1 block: 33%[activator]; KinaseGlo FLuc: 1%; RECQ1 inh: inactive

How did O=C(Nc1ccc2c(c1)nc1n2CCSC1)c1ccccc1 do in these assays?
Tau fibril ThT: inconclusive; ALDH1A1 inh: 22µM*; JMJD2E inh: -10%; L3MBTL1 block: -9%; SMN2 splice enh: 11µM*; Lamin A splicing: -13%; KinaseGlo FLuc: inconclusive; RECQ1 inh: 0%

What do the screens show for `CC(C)Nc1nc(Cl)nc(N(C#N)CN2C(=O)c3ccccc3C2=O)n1`?
Tau fibril ThT: -9%; ALDH1A1 inh: inconclusive; JMJD2E inh: 4%; L3MBTL1 block: -8%; SMN2 splice enh: inconclusive; Lamin A splicing: 7%; KinaseGlo FLuc: 3%; RECQ1 inh: inactive

What do the screens show for `Oc1ccc(/C=N/Nc2cccc3cccnc23)c(O)c1`?
Tau fibril ThT: 6.3µM*; ALDH1A1 inh: inconclusive; JMJD2E inh: -23%; L3MBTL1 block: inconclusive; SMN2 splice enh: 13µM*; Lamin A splicing: inconclusive; KinaseGlo FLuc: -12%; RECQ1 inh: inactive

A portion of the library (hit frequency here may not be typical).
